Screening results as filed in PubChem BioAssay.
S100A4 MyoIIA = blocks human S100A4 binding to myosin IIA peptide; inhibition, % at 10.7 µM; P26447; AID 652163; S100A4/TAMRA-MyoIIA peptide fluorescence polarization; 0.14% of 360,000 active;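 active = mean inhibition of at least 70% across replicates, with every replicate also reaching that level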
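Material: S100A4 monomer (human). Medium: Calcium-containing HEPES buffer, pH 7.2. Probe or stimulus: labelled myosin peptide probe, 5 nM. Compound dosing: one concentration per compound. Timing: polarization read 5 min after assay mix addition, stable 5–60 min. Benchmarks: DMSO as neutral control, TFP as positive control.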
XiGFP reactiv = X-chromosome reactivation activator | XiGFP mouse fibroblasts, % GFP-positive cells imaging, 3 d; cells co-treated with 5-aza-dC sensitizer; scaled so ellipticine positive control = 100% | activation, % at 7.58 µM | 0.055% of 360,000 active;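 active = mean normalized replicate activation at least 10% and every replicate at or above 10%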;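 also: 0% = median of on-plate neutral control wells and 100% = ellipticine 6 µM median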
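material = 68-5-11 XiGFP fibroblast line | medium = DMEM plus 5-aza-dC sensitizer | schedule = 3 days compound exposure | benchmarks = positive control ellipticine, 6 µM final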
FN deposit inh = fibronectin deposition inhibition. inhibition, % at 12.6 µM. AH1F fibroblasts, Alexa488-fibronectin deposition fluorescence, overnight. 0.086% of 350,000 active;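 active = mean inhibition across replicates of 30% or more, regardless of how many single replicates reach that level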;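 also: positive control wells lacked labelled fibronectin entirely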
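test system = AH1F fibroblasts assembling fluorescent fibronectin matrix | quantity = 10000 AH1F cells per well | buffer or medium = DMEM plus 2% serum, read in PBS | doses = single dose, pinned | incubation = 1 h cell attachment, overnight exposure to compound and label | detection = fluorescence at 485 nm excitation, 525 nm emission | read-out basis = inhibition from reduced deposited-fibronectin fluorescence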
RAD54 inh = inhibitors of human RAD54 branch migration. inhibition, % at 10.4 µM. 0.14% of 360,000 active. AID 602329. RAD54 Holliday junction branch migration, FAM/BHQ fluorescence. Q92698;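 active = mean normalized replicate activity at least 40 and at least half of replicates scoring 40 or more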;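 also: 0% = median of neutral control wells and 100% = median of positive control wells; inhibitors cause a drop in the FAM fluorescence signal; in these data hits start at about 50%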
EWS-Fli block = inhibitors of EWS/Fli oncoprotein transcriptional activity; A673 NR0B1-luciferase reporter, viability-normalised; inhibition, % at 12.6 µM; 0.67% of 350,000 active; AID 651661;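 active = mean inhibition of at least 50% after viability correction, with every replicate also passing that limit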;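 also: firefly luciferase signal divided by Alamar Blue viability fluorescence both relative to DMSO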
E-sel inducer = induces E-selectin expression in human endothelial cells | activation, % at 7.58 µM | P16581 | HUVEC E-selectin immunofluorescence imaging; normalized: neutral wells 0, TNF-alpha wells 100 | 0.37% of 260,000 active;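 active = mean E-selectin-positive cell signal at least 10% of the positive control, reached in at least 60% of replicates, without over 20% cell loss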;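 also: in these data hits start at about 27%; measured in HUVEC primary endothelial cells; signal is the percent of cells scored E-selectin positive by PE staining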
Target sequence (P16581 whole entry, looked up): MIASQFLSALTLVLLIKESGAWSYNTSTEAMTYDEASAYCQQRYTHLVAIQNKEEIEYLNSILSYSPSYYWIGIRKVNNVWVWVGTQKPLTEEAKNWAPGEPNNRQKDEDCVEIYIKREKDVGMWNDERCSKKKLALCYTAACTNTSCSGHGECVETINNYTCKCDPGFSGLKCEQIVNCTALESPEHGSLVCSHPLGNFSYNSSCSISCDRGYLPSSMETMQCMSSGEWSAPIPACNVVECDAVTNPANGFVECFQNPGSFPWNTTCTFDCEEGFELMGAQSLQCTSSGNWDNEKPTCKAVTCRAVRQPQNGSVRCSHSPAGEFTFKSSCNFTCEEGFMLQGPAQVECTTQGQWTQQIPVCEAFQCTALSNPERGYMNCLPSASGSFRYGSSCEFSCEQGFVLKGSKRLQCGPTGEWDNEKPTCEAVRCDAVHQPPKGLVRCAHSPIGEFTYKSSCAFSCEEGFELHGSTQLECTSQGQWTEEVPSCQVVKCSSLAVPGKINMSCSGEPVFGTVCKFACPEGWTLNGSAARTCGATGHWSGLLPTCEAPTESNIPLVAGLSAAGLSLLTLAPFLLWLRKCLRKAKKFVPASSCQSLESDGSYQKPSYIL
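Test system: HUVEC; input: 3,000 HUVEC/well; measured by: immunofluorescence imaging; read-out: % PE-positive cells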
esBAF inh = blocks esBAF chromatin remodeling in mouse ES cells; AID 602393; reporter increase, % at 12.5 µM; Bmi1-luciferase knock-in reporter, 24 h; 100% = twice the neutral-well signal; 2% of 350,000 active; in the data active = activation above about 40%;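 also: 0% = median of the plate's neutral control wells and 100% = double that signal; a rise in the Bmi1 reporter signal indicates esBAF inhibition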
RAD52 anneal inh = inhibitors of human RAD52 DNA annealing; recombinant RAD52 DNA annealing, FRET fluorescence; P43351; inhibition, % at 18.7 µM; 0.46% of 360,000 active;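 active = every replicate showing at least 50% inhibition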
Target sequence (P43351 whole entry, looked up): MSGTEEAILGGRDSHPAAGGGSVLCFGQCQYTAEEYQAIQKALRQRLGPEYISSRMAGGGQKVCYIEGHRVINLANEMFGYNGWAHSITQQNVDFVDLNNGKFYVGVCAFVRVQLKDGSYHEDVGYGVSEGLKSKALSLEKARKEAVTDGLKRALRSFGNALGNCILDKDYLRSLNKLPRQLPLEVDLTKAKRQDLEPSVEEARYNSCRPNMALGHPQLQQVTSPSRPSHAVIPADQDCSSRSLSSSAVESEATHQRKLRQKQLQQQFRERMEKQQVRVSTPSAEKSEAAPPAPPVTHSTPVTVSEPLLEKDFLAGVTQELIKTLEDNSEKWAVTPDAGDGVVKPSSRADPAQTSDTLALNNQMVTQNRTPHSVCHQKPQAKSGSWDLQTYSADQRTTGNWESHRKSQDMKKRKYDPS
An asterisk follows results filed as active; . = no result given; & = joins results of further samples. The order is random. Share with any hit: about 3%.

SMILES	S100A4 MyoIIA	XiGFP reactiv	FN deposit inh	RAD54 inh	EWS-Fli block	E-sel inducer	esBAF inh	RAD52 anneal inh
C[C@@H]1CN([C@@H](C)CO)C(=O)Cc2cc(NS(=O)(=O)c3ccccc3)ccc2O[C@@H]1CN(C)Cc1ccc(C(F)(F)F)cc1	-4.5	0.1	.	-2.1	.	21.2	-11.4	5.7
CCC(=O)Nc1ccc2c(c1)ncn2-c1ccc(C)cc1	37.0	-0.1	-8.1	10.4	-93.8	5.1	49.4*	-30.1
C=CCN=C1NC(c2cccc(Cl)c2)C(C(=O)OC)=C(C)N1C (stereo not given)	-7.9	0.4	-7.6	.	5.9	0.3	.	-10.4
COc1ccc(NC(=O)N(C)C[C@@H]2Oc3c(NC(=O)Nc4cccc5ccccc45)cccc3C(=O)N([C@H](C)CO)C[C@H]2C)cc1	-17.8	-0.2	2.7	-6.7	-18.7	0.1	5.8	-1.1
COc1cc2c(cc1OC)-c1n[nH]c(=S)n1C(C)(C)C2	6.4	0.0	4.2	1.9	-1.5	.	-4.4	3.4
Cc1ccc(-c2csc3ncnc(-n4nnc5ccccc54)c23)cc1	.	0.2	.	0.1	-3.4	.	-8.1	.
C[C@H]1CN([C@@H](C)CO)C(=O)c2cc(C#CCN(C)C)cnc2O[C@@H]1CN(C)C(=O)c1cccc(F)c1	6.3	-0.1	-0.4	2.1	-7.3	2.9	-6.4	-3.5
Cc1ccc(S(=O)(=O)N(C)C[C@@H]2Oc3ccc(NC(=O)Nc4ccc(F)cc4)cc3C(=O)N([C@H](C)CO)C[C@@H]2C)cc1	-4.0	-0.1	.	-5.1	12.1	-0.4	-3.7	-6.3
O=C(Cc1cccs1)NCc1cccc(Cl)c1	-3.9	0.1	.	-0.2	-46.3	.	50.0*	-7.0
Nc1nnnn1/N=C/c1cc([N+](=O)[O-])ccc1O	5.2	.	1.4	.	4.4	-0.4	-1.1	-25.2
CC(=O)Nc1ccc2cc3ccc(NC(C)=O)cc3nc2c1	-0.8	0.0	-18.1	51.3*	-127.7	0.3	21.7	-101.3
COc1ccccc1C#Cc1ccc2c(c1)[C@H]1[C@H](CCN1S(=O)(=O)c1ccccc1)[C@H](CO)N2	3.7	0.0	3.9	-9.0	-11.3	0.8	26.8	-5.8
COc1ccc(-c2ccccc2[C@H]2[C@@H](CO)N(C(=O)c3cccnc3)[C@H]2C#N)cc1	-3.7	0.0	0.8	.	5.0	0.0	.	5.0
COc1cccc(-n2c(Cc3cc(=O)[nH]c(=O)[nH]3)nnc2SCC(=O)N2CCCCCC2)c1	-1.3	0.1	-0.4	-8.0	4.2	.	-5.6	-32.6
CO[C@@H]1CN(C)C(=O)c2cc(NC(=O)c3ccc(F)cc3)ccc2OC[C@H](C)N(C(=O)CC2CC2)C[C@H]1C	.	0.3	0.3	.	-2.0	0.4	-0.9	.
Cn1nnnc1-c1cc(Cl)cc(Cl)c1	6.6	-0.1	16.8	.	12.0	-0.5	0.2	-12.3
CCC(=O)N1C[C@@H](O)COC[C@@H]2O[C@H](CC(=O)NCc3cc(F)cc(F)c3)CC[C@H]21	.	0.2	2.1	1.7	-2.0	0.0	0.2	.
O=c1[nH]c(C2CCN(S(=O)(=O)c3ccc(F)cc3)CC2)nc2c1nnn2Cc1ccc2c(c1)OCCO2	-2.4	0.0	9.1	-7.7	7.7	.	-6.0	-5.7
CCNC(=O)C[C@H]1CC[C@@H]2[C@H](COC[C@H](O)CN2C(=O)Nc2ccc(Cl)c(Cl)c2)O1	-0.4	0.3	-4.8	9.3	-3.5	0.2	-0.2	-6.3
CCc1ccc([C@@H]2CC=C(C(=O)O)[C@H](c3ccc(F)cc3)N2S(=O)(=O)c2ccc(C)cc2)cc1	-0.8	0.0	-7.6	5.8	2.7	0.0	-1.0	-12.5
Cc1ccc(N=C2NC(=O)CS2)cc1C	-17.4	-0.1	1.1	0.6	11.6	0.1	0.6	-9.6
COc1ccc(C2=NS(=O)(=O)N(C)C(C(=O)NC3CCCCC3)=C2)cc1OC	6.4	0.0	5.5	4.0	21.9	.	1.3	-12.8
CCOC(=O)c1c(C)[nH]c(C(=O)Nc2ccc(NC(C)=O)cc2)c1C	-2.1	0.1	4.5	.	-7.2	0.6	.	-16.9
Cc1ccc2c(c1)N(CC(=O)NCCCN1CCCC1)C(=O)CO2	-0.3	2.3	2.8	-7.1	.	.	-4.2	-12.7
Cc1ccc(-c2nc3ccccc3n2C(C)C(=O)NC(C)(C)C)cc1 (stereo not given)	-0.2	0.4	3.0	.	-34.2	0.2	.	-13.6
O=C(Nc1ccc(Cl)c(Cl)c1)N[C@@H]1CC[C@@H](CCNC(=O)c2ccc(F)cc2)O[C@H]1CO	-18.4	-0.1	5.2	4.6	-3.1	0.2	4.1	-58.7
COc1ccccc1CN1C(=O)c2ccccc2[C@](Cc2ccccc2I)(C(=O)NCCN2CCOCC2)[C@@H]1c1ccc(CO)cc1	-2.9	.	.	-1.9	-0.7	.	.	30.3
COCC#Cc1cnc2c(c1)C(=O)N([C@@H](C)CO)C[C@@H](C)[C@H](CN(C)C)O2	1.3	-1.2	-2.1	3.0	-5.8	-0.3	-5.0	7.3
Cc1ccn2cc(CNS(=O)(=O)c3ccc(Cl)s3)nc2c1	2.8	0.0	-4.2	-4.9	-14.2	0.1	0.8	-28.5
C[C@@H]1CN([C@@H](C)CO)C(=O)c2cc(NC(=O)CCCN(C)C)ccc2O[C@@H](C)CCCCO[C@@H]1CN(C)Cc1ccc(C(F)(F)F)cc1	0.2	-0.1	-2.7	5.6	-2.2	0.2	-1.8	34.0
CC(=O)Nc1ccc(S(=O)(=O)N2CCN(Cc3cccnc3)CC2)cc1	-1.8	.	.	-3.1	18.9	.	-2.3	-7.7
COCCNc1nc(NCCOc2ccccc2Cl)c2sccc2n1	-0.9	0.0	.	-1.1	18.6	-0.4	6.0	-3.5
CCC(C)(C)NC(=O)/C=C/c1ccc(OC)c(S(=O)(=O)N2CCOCC2)c1	0.7	-0.1	7.8	.	4.3	1.6	.	-8.7
CCC(C(=O)N1CCOCC1)n1c(C(=O)OC)cc2occc21 (stereo not given)	0.5	.	.	2.8	-2.1	.	1.1	-3.3
O=C(COC(=O)CCCOc1ccccc1)NNC(=O)c1ccc([N+](=O)[O-])cc1	-4.7	0.0	1.8	-0.8	.	-0.9	1.7	-17.0
CC1CCCC(NC(=O)COC(=O)c2ccc(S(=O)(=O)N3CCOCC3)cc2)C1C (stereo not given)	-3.1	.	.	-12.4	.	.	-3.4	-4.8
CCCNC(=O)N(C)C[C@@H]1Oc2ncc(Br)cc2C(=O)N([C@H](C)CO)C[C@@H]1C	0.4&1.7&-4.1	-0.1&-0.1	4.5&-1.1	-15.5&6.0&-4.5	-0.5&-10.5&1.0	-0.2	-1.0&-1.7&-6.5	-11.4&2.3&-2.4
CCOCCOC(=O)c1ccc(NC(=O)c2cc(OC)c(OC)c(OC)c2Br)cc1	-19.7	0.0	-10.5	-5.7	-1.1	-1.4	.	-8.1
O=C(CSc1ncccn1)Nc1cccc2ccccc12	0.5	0.0	1.2	-0.8	26.3	0.2	7.6	-1.7
CCc1nnc(NC(=O)C2(C)COC(c3ccccc3)OC2)s1 (stereo not given)	-4.5	-0.1	0.2	.	6.2	2.6	.	5.1
Cc1noc(C)c1NC(=O)N(C)C[C@@H]1Oc2c(NC(=O)c3cnccn3)cccc2C(=O)N([C@H](C)CO)C[C@@H]1C	-1.7	-0.1	-10.5	0.2	5.6	0.0	-0.4	1.4
O=C(CCC(=O)Nc1ccc(F)cc1)N/N=C/c1ccncc1	0.2	0.1	7.7	.	-6.8	6.2	.	-6.0
Cc1ccc(OCC(=O)N(Cc2ccco2)C2CCS(=O)(=O)C2)cc1 (stereo not given)	-9.7	0.1	-14.5	-20.3	1.0	.	0.4	-13.3
COc1ccc(-c2nc3c(s2)CCc2onc(-c4ccc(Br)cc4)c2-3)cc1	-0.2	0.0	2.8	-2.1	24.2	-0.1	-22.8	-1.1
Cc1cccc(C)c1NC(=O)C(C)NCc1cccs1 (stereo not given)	4.2	0.3	-0.5	6.3	-4.6	-0.1	-5.1	-7.2
Cc1ccc(NS(=O)(=O)c2cccc(C(=O)NCC3(N(C)C)CCCCC3)c2)cc1	-2.4	-0.1	-8.0	-4.9	-4.1	0.9	1.9	-4.5
CCNC(=O)C[C@H]1CC[C@H]2[C@@H](COC[C@@H](O)CN2C(=O)Nc2ccc(C(F)(F)F)cc2)O1	12.5	0.2	-1.2	-5.5	4.1	0.7	6.0	0.9
CCN(CC)CCN(C(=O)c1ccc(S(=O)(=O)N2CCCC2)cc1)c1nc2cc(C)cc(C)c2s1	-2.2	0.1	.	-2.2	.	-0.4	4.6	40.0
CO[C@@H]1CN(C)C(=O)c2cc(NC(=O)Nc3cccc(F)c3)ccc2OC[C@@H](C)N(C(=O)Nc2cccc(F)c2)C[C@H]1C	-4.9	0.3	0.7	0.3	-0.4	0.5	9.7	1.3
C[C@H](CO)N1C[C@H](C)[C@@H](CN(C)S(C)(=O)=O)Oc2ccc(NC(=O)CCC(F)(F)F)cc2CC1=O	-2.7	0.1	.	-3.9	-8.1	-15.5	-0.6	5.1
COc1ccc(S(=O)(=O)N2CCC(C(=O)N3CCc4ccccc4C3)CC2)cc1Cl	-4.0	.	.	2.0	7.9	.	-5.1	-10.7
CCNC(=S)Nc1ccc(N2CCCCC2)cc1	-6.6	0.0	.	.	-28.7	.	.	-3.9
COc1ccc(NC(=S)N(CCC(C)C)C(C)c2ccncc2)cc1 (stereo not given)	2.1	-0.1	-15.5	-5.5	-0.6	0.3	-0.3	-18.8
O=C(Cn1c(=O)oc2cc(S(=O)(=O)N3CCCC3)ccc21)NC1CCCCC1	2.9	-0.1	-5.8	4.0	-4.3	0.6	-0.9	-4.8
CCOC(=O)c1cccc(C2=CC(=O)CC(C)(C)C2)c1	2.3	0.1	-7.4	0.8	-6.5	-0.2	12.1	-6.9
CN1CC[C@]23c4ccccc4N[C@H]1[C@]21CCN(C)[C@H]3Nc2ccccc21	1.5	0.1	5.7	-9.8	-5.5	-1.1	-1.9	-0.6
CCOC(=O)C1(C)NC(c2ccccc2F)C2C(=O)N(CC)C(=O)C21 (stereo not given)	-14.3	0.0	-13.8	-1.8	-8.9	10.5	-7.4	-19.1
